High-throughput results as filed in PubChem.
Growth percent in the NCI-60 one-dose screen (48 h, 10 µM unless noted): 100 = growth as untreated, 0 = no growth, -100 = all killed.
UACC-62: UACC-62 melanoma; 81,000 tested, 5.4% active; active = growth percent below 10
The depositor's hits bear a star; & = joins results of further samples; [ ] = remark or other dose. An excerpt; count on the stated rates, not on these rows.

How did CN1C(=O)C(CCC(=O)O)N=C(c2cccc(O)c2)c2ccc(Cl)cc21 (centres undefined) do in these assays?
UACC-62: 79[30 µM]

What do the screens show for `COc1cc2c3cc1Oc1c(OC)c(OC)cc4c1C(Cc1ccc(cc1)Oc1cc(ccc1O)CC3N(C)CC2)N(C)CC4` (centres undefined)?
UACC-62: -82*[100 µM]

Results for CN1C(=O)C(CCC(=O)O)N=C(c2cccc(O)c2)c2ccccc21 (centres undefined) ?
UACC-62: 82[30 µM]

Results for CCCCCN1C(=O)C(CC(=O)O)N=C(c2cccc(O)c2)c2ccccc21 (centres undefined) ?
UACC-62: 98[30 µM]

How did CCCCCN1C(=O)C(CC(=O)O)N=C(c2ccc(O)cc2)c2cc(Cl)ccc21 (centres undefined) do in these assays?
UACC-62: 92[30 µM]

Results for O=C(Nc1c(Cl)cc([N+](=O)[O-])cc1Cl)C(=O)C1C(=O)NC(=S)NC1=O ?
UACC-62: 91&89[100 µM]

Results for CCCCN1C(=O)C(C(C)C)N=C(c2ccc(O)cc2)c2cc(Cl)ccc21 (centres undefined) ?
UACC-62: 87[30 µM]

How did O=C1C(Cc2ccccc2)N=C(c2cccc(O)c2)c2ccccc2N1CC1CC1 (centres undefined) do in these assays?
UACC-62: 90[30 µM]

Results for NC(=O)CCC1N=C(c2cccc(O)c2)c2ccccc2N(CC(N)=O)C1=O (centres undefined) ?
UACC-62: 96[30 µM]
